Source: PubChem BioAssay (NCI)
NCI-60 one-dose screen, 48 h, at 10 µM unless noted. Numbers give growth in % (100 = growth as untreated, 0 = no growth, -100 = all killed).
HCT-15 = HCT-15 colon cancer; hit rate 5.2% among 82,000; AID 1794746
SNB-75 = SNB-75 CNS cancer | AID 1794750 | hit rate 5% among 79,000
HT29 = HT29 colon cancer; hit rate 7.4% among 81,000; AID 1794748
SW-620 = SW-620 colon cancer | hit rate 5.2% among 82,000
KM12 = KM12 colon cancer cells; hit rate 5% among 82,000
SF-268 = SF-268 CNS cancer cells | hit rate 3.1% among 82,000 | AID 1794759
SNB-19 = SNB-19 CNS cancer cells. hit rate 2.5% among 81,000. AID 1794751
HCC-2998 = HCC-2998 colon cancer; hit rate 4.7% among 79,000; AID 1794799
HCT-116 = HCT-116 colon cancer | hit rate 7.3% among 82,000 | AID 1794798
An asterisk follows results filed as active; / = not tested or not shown; & = joins results of further samples. Rule for the calls: active = growth percent below 10; inactive = the rest. Compounds as they come; any-hit rate near 11%.

no.	SMILES	HCT-15	SNB-75	HT29	SW-620	KM12
1	Cc1n[nH]c2ccc(Br)cc2c1=O	100	102	98	113	96
2	COc1cc(NC(=O)Nc2cnc(Nc3ccc(N4CCOCC4)cc3)nc2Oc2ccc(C)cc2OC)cc(OC)c1	66	78	85	79	59
3	COc1ccc(CNc2ccccn2)cc1OC	100	95	97	104	112
4	Cc1cc(=O)oc2cc(OC(=O)N3CCN(C)CC3)ccc12	99	73	114	100	101
5	Nc1[nH]c(=O)[nH]c(=O)c1N=Nc1ccc(S(=O)(=O)Nc2ncccn2)cc1	/	105	98	107	104
6	C#CCOc1ccccc1C(Nc1cc(Cl)cc(Cl)c1)c1nnnn1C1CCCCC1 (stereo not drawn)	91	85	80	98	90
7	Cc1cccc(Cl)c1-n1cc(-c2ccc(Br)cc2)oc1=Nc1ccc(Nc2ncnc3sc4c(c23)CCCC4)cc1	82	98	102	96	96
8	Nc1c(C(=O)Nc2ccccc2)sc2nc3c(cc12)CN(Cc1ccccc1)CC3	73	-46*	79	77	56

no.	SF-268	SNB-19	HCC-2998	HCT-116
1	107	109	107	99
2	77	79	101	74
3	108	113	112	116
4	101	100	110	99
5	111	110	106	106
6	83	89	98	65
7	88	94	100	94
8	49	76	79	65

New compounds follow
no.	SMILES	HCT-15	SNB-75	HT29	SW-620	KM12
9	Cc1ccc(NC(=O)NNC(=O)CSC2CCc3ccccc32)c(C)c1 (stereo not drawn)	97	70	104	97	104
10	Cc1c(C(=O)NNC(=O)c2ccccc2)sc2ncc(-c3ccc(Br)cc3)n12	99	123	115	112	101
11	Brc1ccc(Nc2csc(Nc3cnccn3)n2)cc1	73	78	87	82	79
12	O=c1[nH]cnc(O)c1Nc1cccc(Cl)c1	104&100	90&94	110&104	105&107	109&107
13	CSc1ccccc1C#C/C=C\C#Cc1ccccc1N1CCCC1=O	38	47	24	27	44
14	CN1CCN(CC#CCNC(=O)[C@]23CCC(C)(C)C[C@H]2C2=CC[C@@H]4[C@@]5(C)Cc6c([nH]c7ccccc67)C(C)(C)[C@@H]5CC[C@@]4(C)[C@]2(C)CC3)CC1	39	93	7.2*	47	52
15	O=C(Nc1ccccc1)NS(=O)(=O)c1c[nH]c(=S)[nH]c1=O	109	89	74	105	105
16	COc1ccc(/C(CS(=O)(=O)c2ccccc2)=N\O)cc1	99	87	106	111	123

no.	SF-268	SNB-19	HCC-2998	HCT-116
9	103	99	102	/
10	112	100	106	111
11	92	96	102	90
12	109&118	113&105	96&97	107&98
13	57	89	50	34
14	70	79	80	22
15	97	106	114	94
16	115	101	112	125

Full records, looked up by structure. Order of screens: HCT-15 | SNB-75 | HT29 | SW-620 | KM12 | SF-268 | SNB-19 | HCC-2998 | HCT-116
COc1ccc(CNc2ccccn2)cc1OC in the list: 100 | 95 | 97 | 104 | 112 | 108 | 113 | 112 | 116
Cc1c(C(=O)NNC(=O)c2ccccc2)sc2ncc(-c3ccc(Br)cc3)n12 in the list: 99 | 123 | 115 | 112 | 101 | 112 | 100 | 106 | 111

Following part.
no.	SMILES	HCT-15	SNB-75	HT29	SW-620	KM12
17	NC(=S)NNC(=O)c1cnc2n(c1=O)CCCCC2	106	95	109	100	113
18	COc1ccc(C/C(C)=C(\c2ccc(OCCN3CCOCC3)cc2)c2ccc(OC(=O)C3CCCCC3)cc2)cc1	104	94	85	100	102
19	O=C(CCl)c1ccc2c(c1)Nc1ccccc1S2	21&85	102&89	96&101	79&92	102&104
20	COc1cccc(/C=C2\Oc3cc(OCCCN4CCCC4)ccc3C2=O)c1	19	/	18	92	84
21	Fc1ccc(C(c2ccc(F)cc2)C(Cl)Cl)cc1	104	96	98	/	/
22	CNCC1COC(c2ccccc2)(c2ccccc2)O1 (stereo not drawn)	98	87	102	106	103
23	CCN(CC)CCC(CNc1ccnc2cc(Cl)ccc12)c1ccccc1 (stereo not drawn)	34	/	7.0*	62	84
24	CCN1C(=O)/C(=C/C=C/N(C)c2ccccc2)SC1=S	81	/	90	106	106

no.	SF-268	SNB-19	HCC-2998	HCT-116
17	99	97	111	99
18	93	95	108	79
19	98&104	98&100	83	64&69
20	88	88	85	21
21	110	101	/	97
22	96	107	102	97
23	78	92	68	28
24	66	94	94	95

Next section:
no.	SMILES	HCT-15	SNB-75	HT29	SW-620	KM12
25	Cn1c(=O)cc(Cl)c2ccccc21	105	91	94	103	105
26	Cc1ccc(COc2nc(C)cc(C)c2C#N)cc1	93	60	108	95	101
27	O=C(O)CCCn1c(O)c(/C=C2/C=c3cc4c(cc3=NC2=O)OCCO4)sc1=S	98	101	121	110	102
28	CC(C)=CCC[C@@H](C)[C@H]1CC[C@@]2(C)C3=C(CC[C@]12C)[C@@]1(C)CC[C@H](O)C(C)(C)[C@@H]1CC3	98	93	90	100	109
29	Fc1ccc(-c2nnc(N3CCOCC3)c3ccccc23)cc1	99	101	111	100	109
30	Cc1ccnc(Nc2nc3ccccc3[nH]2)n1	101	109	100	99	118
31	c1ccc(C(c2c[nH]c3ccccc23)N2CCCC2)cc1 (stereo not drawn)	95	98	109	111	100
32	CC(C)(O)[C@@H]1Cc2cc3ccc(=O)oc3cc2O1	109	104	107	114	103

no.	SF-268	SNB-19	HCC-2998	HCT-116
25	94	103	101	100
26	81	90	99	87
27	101	98	120	102
28	117	105	101	108
29	103	89	110	88
30	/	112	112	103
31	99	104	103	92
32	106	99	100	85

Next part
no.	SMILES	HCT-15	SNB-75	HT29	SW-620	KM12
33	CCOC(=O)c1[nH]cc(-c2ccccc2)c1-c1cc(OC)c2c(c1OC)OCO2	100	89	115	102	102
34	O=C(CSc1nc2sc3c(c2c(=O)n1-c1ccc(Cl)cc1)CCCC3)N/N=C/c1ccc(F)cc1	74	107	61	62	90
35	COc1cc(/C=N\NC(=O)c2cnn(CC(O)c3ccccc3)c2N)ccc1OC(F)F (stereo not drawn)	88	74	104	94	84
36	O=C(Cn1c(-c2ccccc2)nc2cc(Cl)c(Cl)cc21)N=Nc1c(O)[nH]c2ccc(Br)cc12	91	101	94	100	92
37	CCN(Cc1cccc(S(=O)(=O)O)c1)c1ccc(C(=C2C=CC(=[N+](CC)Cc3cccc(S(=O)(=O)O)c3)C=C2)c2ccc(O)cc2S(=O)(=O)O)cc1	108	101	131	107	121
38	COc1ccc(C2CC(c3ccccc3)=NN2c2nc(-c3ccc(Cl)cc3)c(C#N)c(=O)n2C)cc1 (stereo not drawn)	92	102	93	104	98
39	Clc1sc2ccccc2c1Cl	108	99	96	107	106
40	CC(=O)c1cccc(Br)c1	107	93	101	97	103

no.	SF-268	SNB-19	HCC-2998	HCT-116
33	97	93	124	94
34	102	101	112	100
35	88	87	82	87
36	103	99	112	87
37	115	120	112	111
38	108	88	100	90
39	96	105	107	109
40	107	107	108	109

Continuation.
no.	SMILES	HCT-15	SNB-75	HT29	SW-620	KM12
41	COc1cc(-c2[nH]ncc2-c2ccncc2)ccc1Cl	97	86	74	106	97
42	CNC(=O)NC(N)=O	103	85	108	96	129
43	COc1ccc(N=Nc2c(N)nn3c(-c4ccc([N+](=O)[O-])cc4)ccnc23)cc1	101	85	96	98	102
44	CCCc1nc2ccccc2c(=O)n1Cc1nnc(C)o1	109	87	101	101	110
45	NS(=O)(=O)c1ccc(N2C(=O)c3cc(Cl)c(Cl)cc3C2=O)cc1	100	84	108	109	92
46	Nc1nc2c(c(=O)[nH]1)N(C=O)C(CNc1ccc(C(=O)N[C@@H](CCC(=O)O)C(=O)O)cc1)CN2 (stereo partly drawn)	106&113	97&112	103&104	99&109	114&107
47	CC1(C)c2nccnc2C[C@]2(C)[C@H]3CC[C@@H]4[C@@H]([C@@]5(C)CCC(=O)O5)CC[C@@]4(C)[C@]3(C)CC[C@@H]12	93	81	102	106	103
48	CN1CCc2c(c3cccc4c3n2CCc2ccccc2-4)C1	84	80	72	90	90

no.	SF-268	SNB-19	HCC-2998	HCT-116
41	89	108	112	95
42	106	106	/	101
43	99	108	113	98
44	108	94	106	110
45	103	102	109	106
46	109&113	112&103	103	99&100
47	102	99	101	87
48	78	81	101	80

Further structures:
no.	SMILES	HCT-15	SNB-75	HT29	SW-620	KM12
49	CN(C)c1ccc(/C=C/c2nc3ccccc3nc2NNC(=O)Nc2cccc(Cl)c2)cc1	72	89	88	65	50
50	CCCCCCCCCCCCCCC/C([O-])=N/[N+](C)(C)CC(C)O (stereo not drawn)	89	54	93	100	102
51	O=[N+]([O-])c1cnc(N2CCN(Cc3cccc(F)c3)CC2)nc1N1CCN(Cc2cccc(F)c2)CC1	87	84	75	88	90
52	COc1cccc(CNC(=O)c2cccc(C3CC(=O)c4c(cc(OC)c(OC)c4OC)O3)c2)c1 (stereo not drawn)	44	28	68	35	42
53	O=C1c2[nH]cc(CN[C@@H]3CCCN3)c2C(=O)c2c1c(O)c1ccccc1c2O	-39*	-72*	-98*	-98*	-90*
54	O=c1c2c(=NCCN3CCCC3)cc3c(=O)n(CCCN4CCOCC4)c(=O)c4c(-c5ccc(CN6CCCC6)cc5)cc(c(O)n1CCCN1CCOCC1)c2c4-3	-30*	-83*	-23*	-45*	-48*
55	CC(=O)OC(C(=O)O)c1ccccc1 (stereo not drawn)	111	116	104	101	106
56	CC(=O)C1=C(C)C2CC3(C)CC(C2(C)C1)C3(C)C (stereo not drawn)	105	98	96	105	102

no.	SF-268	SNB-19	HCC-2998	HCT-116
49	81	106	75	77
50	91	85	94	92
51	84	90	87	78
52	79	51	95	18
53	-88*	-85*	-86*	-83*
54	-33*	-9.2*	-64*	-24*
55	101	115	96	108
56	98	99	97	103

(listing goes on)
no.	SMILES	HCT-15	SNB-75	HT29	SW-620	KM12
57	O=C1O[C@H]2CCCC[C@@H]2C12ON=C(c1ccc([N+](=O)[O-])cc1)S2=O (stereo partly drawn)	100	89	99	107	97
58	COc1cc2oc(-c3cccc(NC(=O)c4cccc([N+](=O)[O-])c4)c3)cc(=O)c2c(OC)c1OC	56	-13*	66	71	76
59	N=C(N)c1ccc(-c2ccc(Cl)cc2)cn1	99	/	92	94	100
60	O=C1NNC(=NCC(=O)N2C(=O)C(=O)c3ccccc32)Nc2ccccc21	106	97	107	110	111
61	C=CCc1cc(OC)c(O)c(OC)c1	99	91	100	114	104
62	CC(CO)(C(=O)O)C1CCCCC1 (stereo not drawn)	99	86	99	103	99
63	Oc1ccc(/C=N/N=C(/c2ccccc2)c2ccc3nc(-c4ccc(Cl)cc4)[nH]c3c2)cc1	45	107	58	89	75
64	COc1nc(N)nc2c1N=C(c1ccc(Cl)cc1)c1ccccc1N2	96	85	93	110	98

no.	SF-268	SNB-19	HCC-2998	HCT-116
57	101	106	107	97
58	43	54	94	34
59	88	93	100	97
60	114	107	117	95
61	97	109	102	93
62	97	99	98	99
63	86	84	83	67
64	99	87	110	89

13 neighbouring compounds out of the list so far, quoted:
no.	SMILES	HCT-15	SNB-75	HT29	SW-620	KM12
49	CN(C)c1ccc(/C=C/c2nc3ccccc3nc2NNC(=O)Nc2cccc(Cl)c2)cc1	72	89	88	65	50
50	CCCCCCCCCCCCCCC/C([O-])=N/[N+](C)(C)CC(C)O (stereo not drawn)	89	54	93	100	102
51	O=[N+]([O-])c1cnc(N2CCN(Cc3cccc(F)c3)CC2)nc1N1CCN(Cc2cccc(F)c2)CC1	87	84	75	88	90
52	COc1cccc(CNC(=O)c2cccc(C3CC(=O)c4c(cc(OC)c(OC)c4OC)O3)c2)c1 (stereo not drawn)	44	28	68	35	42
53	O=C1c2[nH]cc(CN[C@@H]3CCCN3)c2C(=O)c2c1c(O)c1ccccc1c2O	-39*	-72*	-98*	-98*	-90*
54	O=c1c2c(=NCCN3CCCC3)cc3c(=O)n(CCCN4CCOCC4)c(=O)c4c(-c5ccc(CN6CCCC6)cc5)cc(c(O)n1CCCN1CCOCC1)c2c4-3	-30*	-83*	-23*	-45*	-48*
55	CC(=O)OC(C(=O)O)c1ccccc1 (stereo not drawn)	111	116	104	101	106
56	CC(=O)C1=C(C)C2CC3(C)CC(C2(C)C1)C3(C)C (stereo not drawn)	105	98	96	105	102
57	O=C1O[C@H]2CCCC[C@@H]2C12ON=C(c1ccc([N+](=O)[O-])cc1)S2=O (stereo partly drawn)	100	89	99	107	97
58	COc1cc2oc(-c3cccc(NC(=O)c4cccc([N+](=O)[O-])c4)c3)cc(=O)c2c(OC)c1OC	56	-13*	66	71	76

no.	SF-268	SNB-19	HCC-2998	HCT-116
49	81	106	75	77
50	91	85	94	92
51	84	90	87	78
52	79	51	95	18
53	-88*	-85*	-86*	-83*
54	-33*	-9.2*	-64*	-24*
55	101	115	96	108
56	98	99	97	103
57	101	106	107	97
58	43	54	94	34

no.	SMILES	HCT-15	SNB-75	HT29	SW-620	KM12
59	N=C(N)c1ccc(-c2ccc(Cl)cc2)cn1	99	/	92	94	100
60	O=C1NNC(=NCC(=O)N2C(=O)C(=O)c3ccccc32)Nc2ccccc21	106	97	107	110	111
61	C=CCc1cc(OC)c(O)c(OC)c1	99	91	100	114	104

no.	SF-268	SNB-19	HCC-2998	HCT-116
59	88	93	100	97
60	114	107	117	95
61	97	109	102	93

Other records:
no.	SMILES	HCT-15	SNB-75	HT29	SW-620	KM12
65	C=C1C(=O)O[C@H]2[C@H]1CC/C(COC(=O)CCC(=O)OC/C1=C/CC[C@@]3(C)O[C@H]3[C@H]3OC(=O)C(=C)[C@@H]3CC1)=C\CC[C@@]1(C)O[C@@H]21	0.6*	76	27	5.5*	85
66	Cc1ccc(C2CC(c3ccc(Cl)cc3)=NN2c2nc(-c3cc4ccccc4oc3=O)cs2)cc1 (stereo not drawn)	93	95	114	109	101
67	CC(=O)OCC1O[C@@H](Oc2ccc3c(C)cc(=O)oc3c2C(C)=O)C(OC(C)=O)[C@@H](OC(C)=O)[C@H]1OC(C)=O (stereo partly drawn)	103	113	101	105	106
68	NC1=CC(=O)C(=O)c2ccccc21	92	113	106	99	96
69	COc1cc(C(=O)NNC(=O)c2ccccc2O)cc(OC)c1OC	105	79	81	103	103

no.	SF-268	SNB-19	HCC-2998	HCT-116
65	79	94	94	-43*
66	104	97	115	108
67	111	114	104	107
68	93	93	95	63
69	98	93	97	101
